GALR2 antag: GALR2 antagonists in receptor-expressing cells, primary screen. Galanin receptor type 2 (Homo sapiens), O43603. antagonist mode. inhibition, % at 4 µM. hit rate 0.39% among 140,000. AID 828, 2007; in the data active means inhibition above about 27%;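 further: cells stimulated with galanin 1-16 at roughly its EC80; 0% = agonist challenge control and 100% = basal control without agonist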
Target sequence (O43603 whole entry, looked up): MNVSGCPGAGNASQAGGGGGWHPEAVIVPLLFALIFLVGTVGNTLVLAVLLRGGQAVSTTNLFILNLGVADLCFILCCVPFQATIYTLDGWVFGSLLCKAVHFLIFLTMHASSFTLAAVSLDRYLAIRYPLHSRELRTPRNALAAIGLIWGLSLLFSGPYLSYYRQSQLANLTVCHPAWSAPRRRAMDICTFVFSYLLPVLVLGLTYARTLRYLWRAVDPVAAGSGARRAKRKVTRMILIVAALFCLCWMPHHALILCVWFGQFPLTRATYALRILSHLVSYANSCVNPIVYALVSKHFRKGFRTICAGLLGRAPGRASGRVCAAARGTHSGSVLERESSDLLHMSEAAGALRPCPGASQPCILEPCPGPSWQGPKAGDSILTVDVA
E-sel TNF inh: E-selectin induction blockers in HUVEC – imaging, immunofluorescence, high content, primary screen; hit rate 0.71% among 120,000; inhibition, % at 2 µM; HUVEC TNFa-induced E-selectin immunofluorescence;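 active means inhibition above the batch mean plus 3 SD, and confirmed as a hit on visual image review, cut at about 43% in these data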;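 further: 0% = TNF-stimulated DMSO wells and 100% = unstimulated control wells; not every result past the cut was called active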
Measles CPE: compounds protecting cells from measles virus cytopathic effect, primary screen, measles RdRp inhibitor project, single point, MLSMR library, absorbance. hit rate 1.5% among 140,000. AID 841, 2007. Measles virus-infected cells, CPE protection. protection (pct of control), % at 4 µM; in the data active means protection mostly above about 24%, no sharp cut-off; inactive means mostly below about 26%; further: some compounds called inactive have numbers as strong as hits
Yeast lifespan up: compounds extending yeast replicative lifespan, primary screen, S. cerevisiae, OD615 | hit rate 0.68% among 130,000 | S. cerevisiae growth with nicotinamide; deaD strain in restrictive glucose medium | AID 775, 2007 | inhibition of the nicotinamide effect, % at 10 µM;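 active means inhibition above a set limit, placed 3 SD over the median of all compounds, cut at about 26% in these data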;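 further: 0% = nicotinamide-treated wells and 100% = cells grown without nicotinamide; some compounds called inactive have numbers as strong as hits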
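Assay system: engineered S. cerevisiae DeaD replicative-lifespan strain, galactose-grown log-phase cells; medium: restrictive CSMM-D dextrose medium; also added: nicotinamide, 1.5 mM, co-present with compound; schedule: 48 h compound exposure at 30 °C, humidified; detection: absorbance at 615 nm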
NPY-Y2 antag: NPY-Y2 receptor antagonists, primary screen, cell-based; NPY-Y2 expressing cells, antagonist mode; AID 793, 2007; inhibition, % at 2.7 µM; Neuropeptide Y receptor type 2 (Homo sapiens), P49146; hit rate 0.99% among 140,000; in the data active means inhibition above about 17%;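 further: 0% = vehicle with agonist challenge and 100% = reference antagonist with challenge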
Target sequence (P49146 whole entry, looked up): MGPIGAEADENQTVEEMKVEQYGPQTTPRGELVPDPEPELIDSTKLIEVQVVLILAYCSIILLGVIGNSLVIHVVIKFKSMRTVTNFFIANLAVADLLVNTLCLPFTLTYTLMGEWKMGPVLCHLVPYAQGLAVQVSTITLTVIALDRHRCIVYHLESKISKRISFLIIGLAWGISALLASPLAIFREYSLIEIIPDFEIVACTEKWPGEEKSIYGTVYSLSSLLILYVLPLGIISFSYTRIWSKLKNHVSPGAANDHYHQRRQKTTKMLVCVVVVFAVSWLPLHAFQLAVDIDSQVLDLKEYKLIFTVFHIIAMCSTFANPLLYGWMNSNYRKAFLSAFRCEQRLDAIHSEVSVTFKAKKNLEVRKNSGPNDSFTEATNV
MRP-1 activ: H69AR viability gain despite doxorubicin, primary screen, MRP-1 activator project, H69AR cells, CellTiter-Glo; viability rescue; viability increase, % at 10 µM; hit rate 0.61% among 140,000; AID 799, 2007;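 active means viability gain under doxorubicin at or above a set limit, the compound median plus 3 SD, cut at about 4.7% in these data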;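 further: MRP-1 overexpressing cells given doxorubicin 25 µM after compound pretreatment; 18-22 h compound pretreatment then 72 h with doxorubicin before readout; 0% = doxorubicin-only wells and 100% = vehicle-treated cells without doxorubicin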
Phagocytosis inh: inhibitors of macrophage phagocytosis, primary screen, imaging, J774A.1 cells, IgG beads; J774A.1 macrophage IgG-bead phagocytosis; inhibition, % at 5 µM; hit rate 0.07% among 110,000;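 active means inhibition above the mean of the plate negative controls plus 5 SD, cut at about 13% in these data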;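 further: phagocytic index as fraction of beads internalized from green versus red external bead signal; plate controls were DMSO negative control for no effect and cytochalasin-D positive control for full effect; some results beyond the cut were filed as inactive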
HCT116 PTEN-null: growth suppression of PTEN-null HCT116, primary screen, cell-based, CellTiter-Glo. HCT116 PTEN-null viability, 60 h; stronger effect = lower value. viability, % at 10 µM. hit rate 1.2% among 140,000. AID 827, 2007;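 active means viability at or below a set limit, 4 SD under the median of all tested compounds, cut at about 3.7% in these data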;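 further: PTEN knockout HCT116 line with beta catenin targeted HCT116 as companion control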
HCT116 bCat-KO: primary screen for growth suppressors in beta-catenin knockout HCT116 cells (colon tumor, human); HCT116 beta-catenin knockout viability, CellTiter-Glo, 60 h; stronger effect = lower value; hit rate 1.5% among 140,000; viability, % at 10 µM; AID 818, 2007;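 active means viability at or under a set limit, the compound median less 4 SD, cut at about 6% in these data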;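 further: 0% = Hyamine 1622 control at 20 µM and 100% = untreated cell control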
BB579 growth dn: growth inhibitors of yeast BB579 in restrictive medium, primary screen, yeast lifespan-shortening project, S. cerevisiae. OD615, 48 h. inhibition, % at 10 µM. hit rate 0.51% among 140,000. AID 804, 2007;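 active means inhibition above a set limit, 3 SD over the mean compound inhibition, cut at about 44% in these data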; further: inactives centre near -24
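Assay system: S. cerevisiae DeaD strain BB579 yeast. Medium: CSMM-D restrictive synthetic medium containing dextrose (glucose). Times: 4 h cell preincubation, 48 h compound exposure, 30 °C humidified. Signal: OD615 turbidity measurement. Benchmarks: positive control amphotericin B 10 µg/mL.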
An asterisk follows results filed as active; nt = no result given.

SMILES	GALR2 antag	E-sel TNF inh	Measles CPE	Yeast lifespan up	NPY-Y2 antag	MRP-1 activ	Phagocytosis inh	HCT116 PTEN-null	HCT116 bCat-KO	BB579 growth dn
CCCc1[nH]nc2c1C(C1CC=CCC1)C(C#N)=C(N)O2 (configuration not stated)	-1	-3	11	0	2	-4.7	-4	47	50	-35
Cc1ccc(-c2cc(C(F)(F)F)c(C#N)c(SCCC#N)n2)o1	-7	-2	0	-7	3	-2.5	-4	82	66	8
Cc1onc(-c2ccccc2Cl)c1-c1nc(-c2ccccn2)no1	-7	5	5	3	2	-0.1	1	93	94	-23
CCC(CC)C(=O)NCCc1ccc(OC)c(OC)c1	-12	-4	5	-5	-2	-2.1	0	95	91	-42
CCOc1ccc(NC(=O)CSc2nc(C)cc(C)n2)cc1	5	8	16	nt	5	1.5	nt	94	90	-11
COC(=O)CSc1nnc(CNS(=O)(=O)c2ccc(Cl)cc2)n1C	-6	-10	37*	-6	-2	-1.9	-2	94	97	9
Cc1ccc(NC(=O)CCNS(=O)(=O)c2ccc3c(c2)oc(=O)n3C)c(C)c1	-3	55	4	-7	1	-1.8	-1	90	96	-35
COc1cc(NC(=O)CN(C)C2CCCCC2)c(C)cc1[N+](=O)[O-]	-6	nt	nt	0	2	4.6	-14	86	84	1
CCOCCCNC(=O)c1c[nH]c2ccc(S(=O)(=O)Nc3cccc(OC)c3)cc2c1=O	16	-23	5	-8	1	4.1	0	98	91	-76
Nc1c(-c2ccccc2)cnn1-c1cccc(C(F)(F)F)c1	-5	-3	10	-19	2	-0.2	0	89	84	-19
C/C=C/CSc1nc2c(c(=O)[nH]c(=O)n2C)n1Cc1ccc(C)cc1	8	nt	2	-1	8	-1.0	0	64	52	-58
Cc1nc(NCCCN2CCOCC2)c2oc3ccccc3c2n1	-21	11	10	-7	2	-3.0	nt	92	88	-13
COc1ccc(N2CSC3=C(C#N)C(c4cc(OC)ccc4OC)CC(=O)N3C2)c(OC)c1 (configuration not stated)	-3	nt	2	-15	2	-3.2	0	77	87	-4
CCOC(=O)c1c(NC(=O)CSc2nnnn2-c2ccc3c(c2)OCO3)sc(C)c1C	2	6	5	-7	-1	-2.4	-2	89	92	-4
Cc1cc(C)n(CCC(=O)N/N=C/c2ccc(O)cc2O)n1	10	3	16	-3	4	4.4	-12	29	19	6
Cc1ccc(S(=O)(=O)Nc2nc3ccc(S(C)(=O)=O)cc3s2)cc1	5	nt	9	-2	1	-1.0	-1	101	101	-57
COc1ccc(N2CCN(Cc3nc4c(c(=O)n(C)c(=O)n4C)n3C(C)C(C)=O)CC2)cc1 (configuration not stated)	5	-2	40	-14	0	0.2	0	85	93	16
CCCCn1c(SCC(=O)N2CCOCC2)nnc1-c1ccoc1C	2	-50	18	nt	0	-1.6	nt	88	98	-25
O=C(NCc1ccccc1)c1ccc2c(=O)n(CCCN3CCCC3=O)c(=S)[nH]c2c1	3	0	8	-16	-1	0.8	0	97	105	16
COc1ccc(-c2cc3nc(C)c(CCC(=O)NCc4ccco4)c(C)n3n2)c(OC)c1	0	-1	19	-9	2	-2.7	nt	95	101	0
CCn1c(/C=C/N(C)c2ccccc2)[n+](CC)c2ccc(Cl)cc21	2	30	4	4	31*	-2.2	0	5	3.8*	-4
COC(=O)c1cc(Br)c(=O)n(CC(C)C)c1	-6	36	11	-2	3	-2.1	0	106	100	28
N#Cc1c(NC(=S)NC(=O)c2ccccc2)sc2c1CCC2	3	2	8	1	4	3.5	-5	98	95	12
COc1ccc(OC)c(S(=O)(=O)Nc2cnc3ccccc3c2)c1	-6	-4	1	-4	7	-3.3	8	86	84	10
C/C(=N\NC(N)=S)C12CC3CC(CC(C3)C1)C2	2	-7	5	-8	3	-6.0	-2	65	50	16
O=c1[nH]c(N2CCN(c3ccccc3)CC2)nc2c1CCC2	-3	-36	16	-2	0	0.3	-3	92	96	-23
CCC(C)(C)n1nnnc1C(c1ccccc1OC)N1CCSCC1 (configuration not stated)	-6	-15	5	-6	3	-0.5	6	90	84	-59
COCCNC(=O)C(c1ccc(C)o1)N(Cc1ccco1)C(=O)c1snc(C(N)=O)c1N (configuration not stated)	18	4	7	nt	2	-2.8	nt	96	93	-14
CC(c1ccccc1F)n1cc(C(=O)NCCCn2ccnc2)nn1 (configuration not stated)	-5	-15	7	nt	2	-1.7	nt	97	97	-22
COc1ccc(NS(=O)(=O)c2ccc(OCC(=O)N3CCCC3)cc2)cc1	7	-16	13	-15	0	1.3	0	104	116	-50
Cc1ccccc1NC1C=CS(=O)(=O)C1 (configuration not stated)	12	nt	11	-2	0	-1.4	2	93	86	-32
CSc1nnc(Cn2c(=O)sc3ccccc32)n1C	13	-1	10	-1	-1	-0.9	nt	104	95	-13
CC(NC(=O)NCc1cccnc1)(C(F)(F)F)C(F)(F)F	6	18	11	-4	3	0.1	0	91	96	-19
Cc1ccc(S(=O)(=O)N2CCC(C(=O)N[C@H](C(=O)NCc3ccco3)C(C)C)CC2)cc1	2	17	1	-7	3	-0.8	0	97	79	-48
CC(C)Cn1nnc2c(=O)oc3ccccc3c21	-4	53	2	-15	0	-0.7	nt	85	91	0
CCOC(=O)Cc1csc(NS(=O)(=O)c2ccc3ccccc3c2)n1	-8	26	6	2	9	-0.9	-9	109	96	-13
O=C(CN1C(=O)c2ccccc2C1=O)NCC1COc2ccccc2O1 (configuration not stated)	-27	6	12	-1	-1	0.7	2	100	90	-76
O=S(=O)(Nc1cccc2c1ccc1cccn12)c1cccs1	-2	5	4	-13	1	-0.7	nt	49	52	-15
Cc1ccc(N(Cc2ccc([N+](=O)[O-])cc2)C(=O)c2ccco2)cc1	4	38	2	-8	5	-2.7	nt	89	89	-30
Cc1c2ccccc2nc2c(F)c(NC(C)C)c(F)c(F)c12	19	nt	19	-7	1	-1.6	-10	76	74	-9
Cc1nc(CC(=O)N2CCN(S(=O)(=O)c3ccccc3C#N)CC2)cs1	-3	-14	16	-5	-1	-0.9	0	81	86	6
Cc1cccc(N2CCN(C(=O)CS(=O)(=O)Cc3nc(-c4ccccc4F)oc3C)CC2C)c1 (configuration not stated)	-1	-22	8	0	7	1.9	0	15	14	-59
CN(Cc1ccccc1)c1nc(CN2CCOCC2)nc2scc(-c3ccccc3)c12	-11	10	6	11	10	-0.9	-1	81	73	-33
O=C(Nc1cc(C(F)(F)F)ccc1F)C1CCCCC1	-6	1	3	-12	4	-1.2	-1	95	78	-4
CC(c1ccccc1)C1C(C#N)=C(N)OC2=C1C(=O)CC(C)(C)C2 (configuration not stated)	-6	-8	7	16	0	-2.0	1	89	89	2
CCOc1cc(C2Nc3cccc4cccc(c34)N2)ccc1O	-10	-6	5	2	7	-1.8	nt	94	89	-47
COc1ccc(OC)c(NC(=O)CSc2nc3cccnc3n2C)c1	6	-4	15	-15	1	-1.9	0	95	80	-6
CCCCC(=O)Nc1cccc(-c2cn3ccsc3n2)c1	17	-4	19	-5	-1	-2.3	-1	96	96	-35
Cn1cccc1/C=C1\SC(=O)N(CC(=O)Nc2ccc(Cl)cc2)C1=O	-18	-24	6	6	4	-5.8	nt	84	101	-46
Cc1ccc(-n2c(SCC(=O)NCc3ccco3)nnc2-c2cccnc2)c(C)c1	-1	0	6	-12	-1	-3.2	nt	94	86	-22
O=C(CSc1ncnc2sc3c(c12)CCCC3)c1ccccc1	1	-12	7	nt	2	-0.5	nt	96	95	-53
COc1ccc2c(c1)C(C)CC(C)(C)N2C(=O)CSc1nc2ccccc2s1 (configuration not stated)	-2	nt	8	-5	29*	-2.5	nt	55	55	-21
Cn1c(=O)n(C)c2cc(/C=N/n3cnnc3)ccc21	6	nt	5	-15	-1	-1.6	nt	95	93	6
CCC(CC)C(=O)Nc1cc([N+](=O)[O-])ccc1F	-10	5	18	-1	1	-1.6	-3	85	91	-29
Cc1cccc(NC(=S)N/N=C2/CCCCc3ccccc32)c1	7	1	7	-5	7	-1.2	-10	78	79	29
COCc1cc(C)nc(NCCc2ccccc2)c1C#N	0	-15	27	-26	5	-5.4	3	92	98	-40
COc1ccc(NC(=O)CSc2nc3ccccc3c(=O)n2CCNC(C)=O)c(OC)c1	5	-5	3	15	1	-3.5	0	86	71	-46
O=C(Nc1cc(=O)[nH]c2ncnn12)c1ccc(Cl)cc1Cl	0	62*	11	-29	8	-1.9	3	98	99	-11
CCn1c(SCC(=O)Nc2ccccc2OC)nc2ccccc2c1=O	0	-4	2	-7	11	-1.9	0	79	79	-19
Cn1cnc2nc3n(c2c1=O)CCC3	-4	13	21	-5	-2	-2.0	-1	98	96	-53

Later entries
SMILES	GALR2 antag	E-sel TNF inh	Measles CPE	Yeast lifespan up	NPY-Y2 antag	MRP-1 activ	Phagocytosis inh	HCT116 PTEN-null	HCT116 bCat-KO	BB579 growth dn
CC(C)c1ccc(/C=N/NC(=O)c2nnn(-c3nonc3N)c2CSC2=NCCS2)cc1	4	nt	28	-2	-1	-2.7	-1	34	46	8
CCCC(=O)c1ccc(N2CCN(C(=O)c3ccc(Br)cc3)CC2)c(F)c1	-5	-3	7	1	0	-2.5	0	83	80	4
Cc1ccccc1OCCN1C(=O)C(=O)c2cccc(C)c21	-6	nt	13	-1	2	-4.2	-4	70	65	-5
Cc1cccc(OCc2nnc(SCc3nc4cc(C(F)(F)F)ccc4c(=O)[nH]3)o2)c1	6	nt	5	-7	2	0.1	0	92	104	-57
CCOC(=O)C1CCCN(C(=O)c2ccc([N+](=O)[O-])c(C)c2)C1 (configuration not stated)	-7	1	5	3	8	-2.2	0	97	95	-42
COc1ccc(NS(=O)(=O)c2cccc(Cl)c2Cl)cc1S(=O)(=O)N1CCCCC1	1	nt	5	-4	3	-1.2	-5	72	93	-19
CC1CC(C)CN(CCCNC(=O)Cn2ncc3c(=O)oc4ccccc4c32)C1 (configuration not stated)	4	9	19	-6	-1	-1.2	0	106	90	-32
Cc1cc(NC(=O)C2CC(c3ccc(Cl)cc3)=NO2)no1 (configuration not stated)	5	-18	9	-6	0	-2.0	0	93	86	20
CN1c2ccccc2Oc2c(c(=O)n(C)c(=O)n2C)C1c1cccc([N+](=O)[O-])c1 (configuration not stated)	2	-14	18	-23	4	-2.3	nt	73	73	0
COc1ccccc1NC(=O)CCc1nc(-c2cccs2)no1	-4	3	21	-8	7	-1.0	-1	109	99	-75
CC(=O)c1c(C)[nH]c(C(=O)OCC(=O)Nc2sc3c(c2C#N)CCCC3)c1C	-2	3	17	25	6	-0.1	-3	67	53	-25

Compound activity (PubChem BioAssay)
